# cytoskel mod = modifiers of cytoskeleton assembly. HUVEC TNFa F-actin phalloidin imaging, high content. 91,000 tested, 0.18% active. inhibition, % at 2 µM. AID 836;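 active means inhibition above the batch mean plus 3 SD and confirmed as a hit by visual image inspection, cut at about 30% in these data, passing the limit was not always enough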; further: strong numbers were not always called active
# LYP act = LYP (human) phosphatase activation. Q9Y2R2. recombinant LYP, DiFMUP fluorescence; 0 = plate median, 100 = signal doubled. activation, % at 2 µM. 96,000 tested, 0.11% active. AID 697;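 active means activation at 2 µM above a set limit, the mean plus 5 SD, cut at about 37% in these data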
# ERa SRC1 inh = blocks coactivator binding to human estrogen receptor alpha | TR-FRET ER-alpha LBD / SRC-1 peptide, estradiol-bound | inhibition, % at 25.6 µM | 86,000 tested, 1.7% active | AID 629; in the data active means inhibition above about 50%;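 further: 0% = receptor plus peptide control and 100% = peptide only without receptor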
# FAK blocker = FAK (human) kinase inhibition | Q05397 | biochemical FAK kinase activity assay | inhibition, %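 (tested at 7 µM)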 | 97,000 tested, 0.84% active; in the data active means inhibition above about 19%;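 further: 0% = DMSO and 100% = reference compound high control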
# Target sequence (Q05397 whole entry, looked up): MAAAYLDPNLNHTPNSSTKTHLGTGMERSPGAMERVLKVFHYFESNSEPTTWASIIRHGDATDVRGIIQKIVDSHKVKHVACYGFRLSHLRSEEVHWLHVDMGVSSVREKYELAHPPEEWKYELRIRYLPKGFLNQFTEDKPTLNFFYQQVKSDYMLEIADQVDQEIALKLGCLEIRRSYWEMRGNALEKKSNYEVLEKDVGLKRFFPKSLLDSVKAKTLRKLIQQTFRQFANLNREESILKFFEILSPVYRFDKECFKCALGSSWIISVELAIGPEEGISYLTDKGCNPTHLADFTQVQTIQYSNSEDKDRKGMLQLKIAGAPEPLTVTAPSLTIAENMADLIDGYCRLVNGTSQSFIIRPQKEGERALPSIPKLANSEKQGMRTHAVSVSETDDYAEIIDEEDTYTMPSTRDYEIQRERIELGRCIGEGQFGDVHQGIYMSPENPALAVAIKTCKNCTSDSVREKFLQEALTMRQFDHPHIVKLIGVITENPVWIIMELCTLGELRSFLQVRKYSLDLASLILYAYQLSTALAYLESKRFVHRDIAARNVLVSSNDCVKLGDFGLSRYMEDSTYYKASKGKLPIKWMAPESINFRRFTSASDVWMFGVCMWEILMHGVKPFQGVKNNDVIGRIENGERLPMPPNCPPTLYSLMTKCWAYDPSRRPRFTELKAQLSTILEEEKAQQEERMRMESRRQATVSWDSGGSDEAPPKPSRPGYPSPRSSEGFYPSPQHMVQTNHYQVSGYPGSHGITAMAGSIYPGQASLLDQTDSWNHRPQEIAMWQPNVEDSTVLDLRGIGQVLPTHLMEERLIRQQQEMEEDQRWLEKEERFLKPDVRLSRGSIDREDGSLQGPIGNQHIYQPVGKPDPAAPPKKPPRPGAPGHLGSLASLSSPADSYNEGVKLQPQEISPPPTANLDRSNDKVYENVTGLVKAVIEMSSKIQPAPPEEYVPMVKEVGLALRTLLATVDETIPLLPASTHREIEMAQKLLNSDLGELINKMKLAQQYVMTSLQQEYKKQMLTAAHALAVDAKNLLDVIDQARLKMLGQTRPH
# LYP inh 2 = inhibitors of human LYP (PTPN22) phosphatase. 96,000 tested, 0.21% active. recombinant LYP catalytic domain, DiFMUP fluorescence. Q9Y2R2. inhibition, % at 2 µM;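 active means inhibition at 2 µM at or above a set limit, the screen mean plus 3 SD, cut at about 24% in these data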;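 further: 0% = DMSO with enzyme and 100% = enzyme fully blocked by orthovanadate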
# VCAM1 TNFa inh = reduces TNF alpha induced VCAM1 expression in HUVEC; HUVEC TNFa-induced VCAM-1 immunofluorescence, high-content imaging; 95,000 tested, 0.48% active; inhibition, % at 2 µM;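 active means inhibition above the batch mean plus 3 SD, with images confirmed as a hit by eye, cut at about 37% in these data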;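 further: 0% = TNF-stimulated DMSO wells and 100% = unstimulated control wells; not every result past the cut was called active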
# PTK2B oligo ant = blocks oligomerization of human Pyk2 in cells; 99,000 tested, 0.83% active; z-score (the deposit names both 25 µM and 10 µM); Q14289; Q293 cells, Pyk2 FERM NanoBiT luminescence; active compounds read low;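 active means Z-score of -3 or lower, scaled per plate to the spread of control and sample wells; inactive means z-score above -3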;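 further: negative z-score means lost luminescence so less FERM oligomerization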
# HUVEC tox TNFa = HUVEC cytotoxicity counter-screen, TNF alpha stimulated. HUVEC TNFalpha-stimulated, Hoechst cell count, imaging. cell count reduction, % at 2 µM. 93,000 tested, 0.17% active;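 active means cell count reduction exceeding the screen mean by over 5 SD, scaled to untreated wells per plate, cut at about 78% in these data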;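 further: cells counted after 24 h of TNF alpha exposure following the 1 h pretreatment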
# IL1B cytotox = toxic to HUVEC cells under IL-1B stimulation; HUVEC cell count loss, Hoechst imaging, IL-1B stimulated; cell count reduction, % at 2 µM; 94,000 tested, 0.41% active;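 active means cell count reduction more than 3 SD above the screen-wide mean, cut at about 70% in these data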;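 further: normalized per plate to untreated control cells as the no-loss baseline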
# * = called active by the depositor; x = not tested or not shown; [ ] = remark or other dose.
SMILES,cytoskel mod,LYP act,ERa SRC1 inh,FAK blocker,LYP inh 2,VCAM1 TNFa inh,PTK2B oligo ant,HUVEC tox TNFa,IL1B cytotox
OC(COc1cccc(OCC(O)CN2CCOCC2)c1)CN1CCOCC1 (configuration not stated),-1,6,-8,3,-8,7,1,-27,-37
O=C(CCN1CCCCC1)NCC1OCCc2ccccc21 (configuration not stated),15,8,-24,3,-6,-3,0.06,-27,-42
Cc1nc(S(=O)(=O)N2CCOCC2)c(C#N)c(C)c1Cl,x,-6,-1,-2,4,8,0.49,-34,-68
Cc1ccc2[nH]c3c(c2c1)CN(C(=O)CN1CC(C)OC(C)C1)CC3 (configuration not stated),-12,-12,-12,2,13,7,-0.53,0,2
Cc1ccc(S(=O)(=O)NCCC(=O)NCc2ccc3c(c2)OCO3)cc1C,-8,-12,-15,1,12,-3,0.68,-12,3
Cc1cc(C)cc(N2CCCn3c2nc2c3c(=O)n(CCN3CCOCC3)c(=O)n2C)c1,3,1,-2,0,-4,-2,0.38,-2,-35
Cc1ccc(CS(=O)(=O)CCC(=O)NCc2ccc3c(c2)OCO3)cc1,8,8,4,-2,-10,8,0.07,-24,-16
O=S(=O)(c1ccc(F)cc1)N1CCN(c2ncnc3c2cnn3-c2ccccc2)CC1,-4,0,24[fluorescence artefact?],-2,-3,-1,-0.34,-26,-21
NC(=O)c1nc(C2CCCCC2)nc2c1[nH]c(=O)n2-c1ccc(F)cc1,-13,10,-2,-1,-13,17,x,2,8
COc1ccccc1OCCCn1c(=O)oc2ccc(C)cc21,-10,-2,4,-2,0,6,-0.3,-47,-8
Cc1nc(NC(=O)C2CC3CCCC(C2)C3=O)sc1C (configuration not stated),16,9,-11,2,-9,14,-0.13,-23,-32
COc1ccc(OC)c(C(=O)c2ccc(C(=O)c3cc(OC)ccc3OC)cc2)c1,2,2,10,0,-2,-7,-1.6,-6,2
CN(C)c1ccc(NC(=O)Nc2cccc(Cl)c2)cc1,-8,8,3,2,-10,9,-0.22,2,-106
CC1CN(C(=O)c2c([N+](=O)[O-])cnn2C)CC(C)O1 (configuration not stated),0,1,x,0,-5,-7,0.06,-11,1
CC1CCN(C(=O)CN(c2ccc(Cl)c(C(F)(F)F)c2)S(C)(=O)=O)CC1,1,-1,0,-2,1,23,-0.08,-2,-60
Cc1cc(C)cc(CC2CC(=O)N(c3ccc(Cl)cn3)C2=O)c1 (configuration not stated),3,-7,-4,-1,7,9,1,-24,-7
CS(=O)(=O)N1CCC(C(=O)NCCC2=CCCCC2)CC1,-1,10,-3,2,-16,14,-0.2,-20,-42
COc1ccc(NC(C)C(=O)N/N=C/c2ccccc2OCc2ccc(Br)cc2)cc1 (configuration not stated),22,-4,x,-5,7,21,-1.3,22,0
O=C(COc1ccc(S(=O)(=O)N2CCCCC2)cc1)NCc1cccnc1,6,9,3,-1,-9,-8,0.55,1,-13
CCOC(=O)Cn1nc(C)c2c1CCCC2=O,-45,-1,-8,6,3,-11,-0.25,20,3
Nc1nc(CN2CCC(Cc3ccccc3)CC2)nc(Nc2ccccc2)n1,-2,3,-10,0,-3,6,-0.72,-31,5
O=C(NN1C(=O)/C(=C/c2cccnc2)SC1=S)C(c1ccccc1)c1ccccc1,-9,-1,x,-6,5,5,-0.95,11,-7
Cc1cc2n(n1)C(c1sccc1C)Nc1c(C)cccc1-2 (configuration not stated),23,6,-3,-2,-8,-6,0.46,-9,8
CCCCOC(=O)C1=C(C)NC2(O)c3ccccc3C(=O)C12O (configuration not stated),3,-6,-1,2,5,10,0.17,15,-4

# 4 compounds picked at random from the list so far, as already listed:
SMILES,cytoskel mod,LYP act,ERa SRC1 inh,FAK blocker,LYP inh 2,VCAM1 TNFa inh,PTK2B oligo ant,HUVEC tox TNFa,IL1B cytotox
CCOC(=O)Cn1nc(C)c2c1CCCC2=O,-45,-1,-8,6,3,-11,-0.25,20,3
O=C(NN1C(=O)/C(=C/c2cccnc2)SC1=S)C(c1ccccc1)c1ccccc1,-9,-1,x,-6,5,5,-0.95,11,-7
OC(COc1cccc(OCC(O)CN2CCOCC2)c1)CN1CCOCC1 (configuration not stated),-1,6,-8,3,-8,7,1,-27,-37
O=S(=O)(c1ccc(F)cc1)N1CCN(c2ncnc3c2cnn3-c2ccccc2)CC1,-4,0,24[fluorescence artefact?],-2,-3,-1,-0.34,-26,-21

# Remaining list, next part.
SMILES,cytoskel mod,LYP act,ERa SRC1 inh,FAK blocker,LYP inh 2,VCAM1 TNFa inh,PTK2B oligo ant,HUVEC tox TNFa,IL1B cytotox
O=C(CCC1CCCC1)N1CCN(S(=O)(=O)Cc2ccccc2)CC1,-12,-6,-3,-1,3,9,0.38,-8,x
O=C(Nc1ccc(Cc2ccncc2)cc1)c1ccco1,8,-7,-10,-4,4,-17,-0.07,-20,-30
CCOC(=O)C1=C(C)C(c2ccccc2O)NC(=O)N1 (configuration not stated),x,16,-4,3,-14,12,-0.38,-4,4
CN(C)CCNc1nc(-c2ccco2)c2c(c1C#N)CC(C)(C)OC2,-2,-3,-15,-2,4,8,0.14,-8,-50
O=C(Nc1nc(-c2ccccc2)cs1)c1cccc(S(=O)(=O)N2CCN(Cc3ccccc3)CC2)c1,x,-3,-4[fluorescence artefact?],-1,0,-3,0.42,-4,-22
O=C(NCCN1CCOCC1)c1ccc2ccccc2c1,-17,1,-7,4,1,17,-0.12,-8,-10
c1ccc(Cc2nnc3sc(-c4ccc5c(c4)OCCO5)nn23)cc1,1,4,2,-3,-7,-1,x,-7,-11
COc1ccc(COc2ccsc2C(=O)Nc2ccc(Cl)cc2)cc1,-19,-14,x,7,17,17,0.01,-19,-21
O=C(Nc1ncccc1Cl)c1cccc(F)c1,5,4,-2,-1,-4,-21,1.4,-37,7
CCOC(=O)c1sc(NC(=O)c2ccc(S(=O)(=O)N(C)C)cc2)nc1C,10,-6,1,-7,10,2,0.49,9,-13
Cc1cc(C(=O)Nc2ccccc2N2CCOCC2)c2ccccc2n1,5,-4,-11,-1,6,2,-0.03,-26,-6
COc1ccccc1/C=C/CN1CCN(c2ccccc2)CC1,-11,-20,0,-1,20,-2,0.03,1,7

# 3 of the entries above in order of the VCAM1 TNFa inh value, falling.
mol	VCAM1 TNFa inh
Cc1cc(C(=O)Nc2ccccc2N2CCOCC2)c2ccccc2n1	2
c1ccc(Cc2nnc3sc(-c4ccc5c(c4)OCCO5)nn23)cc1	-1
O=C(Nc1nc(-c2ccccc2)cs1)c1cccc(S(=O)(=O)N2CCN(Cc3ccccc3)CC2)c1	-3

# (listing goes on)
SMILES,cytoskel mod,LYP act,ERa SRC1 inh,FAK blocker,LYP inh 2,VCAM1 TNFa inh,PTK2B oligo ant,HUVEC tox TNFa,IL1B cytotox
O=C(c1cccc(S(=O)(=O)N2CCOCC2)c1)N(CCO)Cc1ccccc1,-4,1,0,4,2,-7,1.1,-2,-19
COCCCNC(=O)C1CCN(c2nc(C)cc(C)n2)CC1,-30,-9,-4,-2,6,6,0.46,-22,-21
CCN(CC(=O)Nc1ccccc1OC)C(=O)C1CC2C=CC1C2 (configuration not stated),15,-10,2,-10,13,-10,0.93,4,-5
Cc1cc(C)c2cc(C(O)c3nnnn3Cc3ccccc3)c(=O)[nH]c2c1 (configuration not stated),-22,-2,10,-1,1,6,1.8,-11,-21
CSc1ccc(NC(=O)NCCN2CCc3ccccc3C2)cc1,10,0,-6,-4,3,-2,-0.1,-8,-3
Cc1cccc(N2CCN(C(=O)c3ccc4nc(-c5ccco5)c(-c5ccco5)nc4c3)CC2C)c1 (configuration not stated),-21,-2,24[fluorescence artefact?],-2,5,2,-1.4,8,-21
O=C1CS/C(=N\C(=O)N2c3ccccc3Sc3ccccc32)N1,6,4,42,-2,-1,-4,0.1,-17,1
Cc1c(CCO)c(=O)n(-c2ccccc2)n1S(=O)(=O)c1c(Cl)cc(Cl)cc1Cl,2,-6,5,-2,9,-14,1.7,10,-5
Cn1c(=O)n(CC(=O)Nc2ccccc2)c2ccccc21,-16,0,2[fluorescence artefact?],4,-2,34,-0.19,16,-6
CCOC(=O)c1cc(NC(=O)c2cnccn2)cc(C(=O)OCC)c1,9,1,0,1,-4,14,-0.76,-6,-45
CCOc1cc(C2C(C#N)=C(N)Oc3n[nH]c(CC)c32)ccc1OCCN1CCOCC1 (configuration not stated),-4,-9,-13,-2,12,2,-0.2,7,8
O=c1[nH]nc(Cc2ccc(-c3ccc(Cl)cc3)o2)c2ccccc12,-30,1,x,-3,0,1,0.54,-9,-3
CCn1c(CNC(=O)c2ccc(OC)c(OC)c2)nnc1SCC(=O)c1ccc(OC)cc1,-5,-6,47,0,6,-8,0.15,-13,6
Cc1nc(CNS(=O)(=O)c2cccnc2)cs1,-17,2,44,-3,-3,13,0.31,-5,-2
CCOC(=O)C1CCN(S(=O)(=O)c2c(C)n(C)c(=O)n(C)c2=O)CC1,-1,10,12,-4,-10,-7,x,6,-39
COc1ccc(S(=O)(=O)NCC(c2cccnc2)N2CCN(c3ccc(F)cc3)CC2)cc1C (configuration not stated),-10,8,-15,-1,-8,4,-2,-2,13
Cc1cc(NC(=O)c2ccoc2C)no1,-1,-2,2,-3,-1,5,-0.37,-4,-19
CC1CCN(C(=O)Cn2cc3c(n2)CCCC3)CC1,-24,18,-3,1,-19,2,x,-1,22
CCCCCCC(=O)Nc1nc(C)c(-c2csc(Nc3ccccc3OC)n2)s1,13,-6,x,6,10,8,x,-14,-1
CC(C)c1ccc(Nc2cnn(C34CC5CC(CC(CC(=O)O)(C5)C3)C4)c(=O)c2Cl)cc1,x,-1,-4,0,-3,18,1.3,7,7
O=C(NC1CCCCC1)n1c(=O)oc2ccccc21,-2,4,-6,1,-1,4,0.83,-7,12
O=C1c2ccccc2CCC12N=NCC2c1ccc(Br)cc1 (configuration not stated),-5,-2,-1,5,4,17,0,-15,-14
CCOc1cc(N2CCOCC2)c(OCC)cc1NS(=O)(=O)c1ccc(Cl)s1,-34,9,14[fluorescence artefact?],3,-10,3,-1.6,2,-15
COc1ccccc1N1CCN(C(=O)Cn2c(=O)[nH]c3ccsc3c2=O)CC1,8,-10,8[fluorescence artefact?],-1,9,2,-0.16,-19,2
CCc1nnc(NC(=O)CCN2C(=O)c3ccccc3S2(=O)=O)s1,-6,6,-9,-1,-12,-10,-0.45,-11,-2
Cc1ccc(S(=O)(=O)N(CC(=O)NCc2ccco2)C2CCCCC2)cc1,-3,0,-5,-1,1,-10,-1.5,-9,8
O=C(O)CSc1nnc(SCc2cccc3ccccc23)s1,x,-5,-2,-6,8,14,0,-30,7
Cc1c(N=Cc2ccc[nH]2)c(=O)n(-c2ccccc2)n1C,-18,-4,-5[fluorescence artefact?],-2,4,0,0.19,-23,-3
CCn1cc(C2=NC(C)(C)CO2)c2ccccc21,9,2,40,-2,1,-1,-0.17,-17,-48
COCCNC(=O)c1ccc2c(c1)nc(C)n2-c1cccc(F)c1,3,-7,18,0,7,4,0.02,-19,-30
CSc1nc(N)nc(-c2cccs2)c1C#N,-4,-7,x,7,5,-11,-2,-2,-2
Cc1cccn2c(=O)c3cc(C(=O)NC4CCS(=O)(=O)C4)sc3nc12 (configuration not stated),21,2,36,-1,-6,6,x,-38,-29
Cc1ccc(C)c(NC(=S)NC2CC3CCCC(C2)N3CC(C)C)c1 (configuration not stated),-14,-15,-7[fluorescence artefact?],-1,12,9,-1.3,-9,-23
c1ccc2c(c1)CNc1ccccc1C2,8,-6,-3,2,11,1,0.65,-11,-1
CN(c1ccccc1C(=O)O)S(=O)(=O)c1ccc2c3c(cccc13)C(=O)N2,-6,-16,57*,7,11,-5,-0.43,2,-8
O=C(NC1CCCCC1)N1CCN(c2ncccn2)CC1,6,4,-10,2,-1,-5,0.54,-25,-12
CC1CCC(N2CCN(c3ncccn3)CC2)CC1 (configuration not stated),-3,0,-7,1,-1,-20,0.43,-10,38
CCc1ccc(C(=O)Nc2nnn(CC)n2)cc1,0,0,8,1,-1,-1,1.3,-2,6
COc1ccc(NC(=O)C2Cc3ccccc3CN2C(=O)c2ccccc2)cn1 (configuration not stated),12,8,6,2,-8,-1,0.11,-31,7

# Assay outcomes (PubChem)

# Not a hit list (roughly 3.8% active in at least one column).
